Source: PubChem
Anthrax LF prot = blocks Bacillus anthracis lethal factor protease; P15917; multiplex microsphere protease cleavage assay, LF; inhibition, % at 10 µM; actives 0.12% (n = 360,000); AID 588501; in the data active = inhibition above about 30%; also: plate controls were buffer without enzyme for full effect and enzyme alone for no effect
TcdB GH inh = blocks C. difficile toxin B glycohydrolase activity; AID 652162; P18177; inhibition, % at 9.99 µM; actives 0.24% (n = 350,000); TcdB glycohydrolase enzymatic assay, plate reader; in the data active = inhibition above about 10%
SARS 3CLpro inh = SARS-CoV 3CLpro protease inhibition. actives 0.14% (n = 290,000). recombinant SARS-CoV 3CLpro, quenched FRET peptide cleavage. AID 1706. inhibition, % at 6 µM; in the data active = inhibition above about 12%
DUSP3 inh = DUSP3 (human) phosphatase inhibition. P51452. recombinant VHR phosphatase, pNPP absorbance. inhibition, % at 13.3 µM. actives 0.52% (n = 290,000). AID 1654; in the data active = inhibition above about 50%; also: some compounds called inactive have numbers as strong as hits
Target sequence (P51452 whole entry, looked up): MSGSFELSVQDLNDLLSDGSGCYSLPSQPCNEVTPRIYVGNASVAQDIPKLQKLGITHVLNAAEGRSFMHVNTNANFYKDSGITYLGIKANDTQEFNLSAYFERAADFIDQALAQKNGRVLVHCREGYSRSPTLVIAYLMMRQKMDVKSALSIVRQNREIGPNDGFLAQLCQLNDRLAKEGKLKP
PfHsp40 rescue = compounds rescuing yeast from Plasmodium falciparum HSP40 toxicity. growth rescue, % at 12.5 µM. actives 0.68% (n = 340,000). S. cerevisiae expressing PfHsp40, growth rescue, ATP luminescence. AID 504582; in the data active = growth rescue above about 28%, passing the limit was not always enough;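 also: yeast W303a lacking pdr1 and pdr3 grown in galactose medium; growth measured after three days at 30 °C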
Y pestis TopoI = blocks Yersinia pestis topoisomerase I activity; activity, % at 10 µM; AID 504884; actives 0.064% (n = 360,000); Y. pestis Topo-I cleavage product accumulation, plate reader; in the data active = activity above about 50%, passing the limit was not always enough; also: inactives centre near 2
MazF activator = MazEF (E. coli) toxin RNase activation; FAM/BHQ RNA-DNA oligo cleavage fluorescence, 5 h; activation, % at 20 µM; actives 0.32% (n = 350,000); in the data active = activation above about 50%
Target sequence (P0AE70 whole entry, looked up): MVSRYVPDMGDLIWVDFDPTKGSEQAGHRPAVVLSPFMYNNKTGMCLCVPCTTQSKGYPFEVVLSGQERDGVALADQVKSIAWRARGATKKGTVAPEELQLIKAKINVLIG
PriA SSB inh = inhibitors of Klebsiella pneumoniae PriA binding to SSB C-terminal tail | AlphaScreen SSBct-PriA binding, biotinylated peptide | inhibition, % at 33 µM | actives 0.6% (n = 430,000) | AID 1272365; in the data active = inhibition mostly above about 37%, no sharp cut-off; inactive = mostly below about 20%;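 also: plate controls were negative control peptide for no effect and reference peptide for full effect; strong numbers were not always called active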
Vc quorum ag = quorum light induction in luxS cqsA deficient V. cholerae; V. cholerae BH1578 lux reporter, luminescence, 6 h; activation, % at 18.7 µM; actives 0.16% (n = 350,000); in the data active = activation mostly above about 9.7%, no sharp cut-off; also: not every result past the cut was called active; inactives centre near 0; reference of the scale not given here
Rv3671c inh = inhibits the M. tuberculosis serine protease Rv3671c; P9WHR9; inhibition, % at 5.96 µM; actives 0.048% (n = 320,000); AID 2606; in the data active = inhibition above about 38%;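 also: extracellular domain of Rv3671c used as enzyme; 0% = enzyme with DMSO and 100% = no enzyme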
Target sequence (P9WHR9 whole entry, looked up, the tested form may be a part): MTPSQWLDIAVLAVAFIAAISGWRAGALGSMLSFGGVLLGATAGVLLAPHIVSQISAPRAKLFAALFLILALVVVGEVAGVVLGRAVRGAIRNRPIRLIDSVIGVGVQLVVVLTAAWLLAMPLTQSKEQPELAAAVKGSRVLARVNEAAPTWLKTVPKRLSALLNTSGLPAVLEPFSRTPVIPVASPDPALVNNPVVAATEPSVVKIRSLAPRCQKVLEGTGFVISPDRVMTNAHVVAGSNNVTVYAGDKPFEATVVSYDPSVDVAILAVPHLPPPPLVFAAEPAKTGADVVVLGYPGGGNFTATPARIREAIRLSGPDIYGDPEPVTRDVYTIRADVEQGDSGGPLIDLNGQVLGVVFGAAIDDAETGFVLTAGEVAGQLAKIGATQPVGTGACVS
The depositor's hits bear a star; i = inactive; x = no result given. The list is partial; rates above refer to the full screens.

SMILES	Anthrax LF prot	TcdB GH inh	SARS 3CLpro inh	DUSP3 inh	PfHsp40 rescue	Y pestis TopoI	MazF activator	PriA SSB inh	Vc quorum ag	Rv3671c inh
CC(=O)C(C(C)=O)c1c(Cl)c(O)c(O)c2c(C(=O)c3ccccc3)coc12	-12.3	x	3.5	8.6	51.2*	1.8	-5.1	31.6	i	19.2
CCN1CCN(Cc2ccc(NC(=O)c3ccc(C)c(NC(=O)c4ccnnc4)c3)cc2C(F)(F)F)CC1	-7.2	2.5	x	-15.5	0.1	-0.4	5.1	-11.8	i	-3.6
CC12C(=O)N(Cc3ccco3)C(=O)C1C1c3ccccc3C2c2ccccc21 (stereo unspecified)	-2.9	x	5.2	6.9	-0.2	22.3	1.0	-11.7	x	-2.0
Cc1ccc2nc(NC(=O)CSCc3ccccc3)sc2c1	-0.9	x	3.4	18.6	-1.0	3.0	-1.9	-10.0	i	-2.9
CC1CCCN(C(=O)COc2ccc(Nc3ccccc3)cc2)C1 (stereo unspecified)	-1.7	3.9	8.1	37.7	-0.2	-5.7	-2.1	3.1	-0.3	-3.8
Cn1c(CSCc2ccc(F)cc2)nnc1SCC(=O)Nc1cccc(C(=O)O)c1	-10.6	-1.6	2.4	-3.2	0.4	1.9	-0.2	-0.9	-0.3	-3.6
O=c1[nH]c(NCCO)nnc1Cc1ccc(Cl)cc1	3.2	0.1	0.1	20.6	1.9	6.4	6.2	-23.4	-0.6	4.3
Cc1ccccc1NC(=O)CN1C(=O)c2cccnc2Oc2ccc(Cl)cc21	2.5	-1.4	4.9	-19.8	-1.3	-4.6	4.3	-4.1	-0.4	-5.0
CCc1nc2c(OCc3ccc(C(F)(F)F)cc3)cccn2c1N(C)C(=O)C(C)C	-2.2	2.2	x	x	x	24.3	x	x	-0.2	x
O=C(c1ccc(Cl)cc1)C1CCN(C(=O)c2ccccc2)CC1	8.4	-0.2	0.5	10.7	-0.8	19.7	0.9	-19.0	-4.1	3.5
COCCN1C(=O)N[C@@H](c2ccccc2)[C@@H](C(=O)OC)[C@H]1C	-0.1	1.1	x	x	-1.5	-11.4	8.7	-1.1	-0.9	-3.2
O=C(CSc1nc2[nH]ncc2c(=O)n1-c1ccccc1)c1ccc2c(c1)OCCO2	-6.9	x	4.3	17.0	1.7	-0.1	-3.6	-23.6	-0.3	-8.7
CCCCN(C)C(=O)C1CCCN(S(=O)(=O)c2ccc3c(c2)CC(C)N3C(=O)C2CC2)C1 (stereo unspecified)	-4.6	0.5	-0.2	47.7	1.2	25.7	10.0	2.8	i	-1.5
Cc1cccc(OCc2nnc(SCC(=O)OC3CCCCC3)o2)c1	2.8	x	1.1	22.3	3.5	19.3	-3.5	-23.2	i	-1.1
CC(C)(O)C#Cc1ccc(CN2CCN(Cc3ccccc3)C(CCO)C2)s1 (stereo unspecified)	-7.0	0.0	3.5	3.9	0.4	-0.6	0.7	-2.8	-0.2	8.2
O=C(N/N=C/c1ccc(-c2cccc([N+](=O)[O-])c2)o1)c1ccc([N+](=O)[O-])cc1	-11.7	3.2	3.2	14.7	146.3*	-0.4	11.9	x	-0.4	3.4
CC(C)(C)C(=O)NC(NC(=O)C(C)(C)C)c1ccc([N+](=O)[O-])cc1	1.3	x	-1.1	-5.7	0.7	-3.1	2.6	-6.3	0.0	2.0
CCOc1ccc(N(CC(=O)NCCc2ccccc2)C(=O)CCC(=O)Nc2nccs2)cc1	-0.7	0.8	4.5	35.3	-0.6	-3.5	1.6	5.9	-0.3	0.6
CCn1c(Nc2ccccc2Cl)nc2ccccc21	-7.8	1.3	0.4	4.5	-0.5	4.4	5.0	-17.8	-0.3	10.9
C=C1CCN([C@@H](C)C(=O)NCCCCCC)S(=O)(=O)c2ccccc21	-1.7	0.4	x	33.5	0.4	12.9	7.4	-1.5	-0.3	5.9
Cc1ccc(NC(=O)Nc2c(C)n(C)n(-c3ccccc3)c2=O)cc1	4.3	1.2	1.2	10.4	0.0	-0.7	0.8	-1.7	-5.6	-6.1
O=C(O)c1cc(-c2ccccc2Cl)n(-c2ccccc2)n1	8.0	1.9	1.4	23.9	-2.6	-8.1	4.5	-9.3	i	3.1
CCOC(=O)N1CCC2CC1c1cc(Cl)ccc12 (stereo unspecified)	1.8	0.7	x	x	-0.1	-1.5	-2.1	-12.7	i	x
O=C(COC(=O)c1ccc(Br)o1)NCC1CCCO1 (stereo unspecified)	1.6	x	-1.0	10.5	0.1	-5.6	-16.0	-3.6	i	-4.6
O=C(C1CC(=O)N(c2ccc(F)c(Cl)c2)C1)N1CCC2(CC1)OCCO2 (stereo unspecified)	-4.6	x	1.2	19.2	4.1	-0.7	1.7	-14.5	-0.5	-2.5
The list goes on.
SMILES	Anthrax LF prot	TcdB GH inh	SARS 3CLpro inh	DUSP3 inh	PfHsp40 rescue	Y pestis TopoI	MazF activator	PriA SSB inh	Vc quorum ag	Rv3671c inh
O=C(Cc1ccccc1[N+](=O)[O-])OCC(=O)c1ccccc1Br	x	0.9	x	x	-0.5	14.9	0.0	3.7	i	2.1
Cc1nc(N2CCC(C(N)=O)CC2)c2nnn(Cc3ccccc3)c2n1	3.9	x	-0.2	0.0	-1.8	-0.8	0.1	-5.9	i	-1.4
O=C(NC(Cc1ccccc1)C(=O)O)c1ccc(S(=O)(=O)N2CCCCC2)cc1 (stereo unspecified)	-8.6	-2.0	-0.3	30.5	-0.1	-5.5	7.0	-15.9	i	1.8
Cc1onc(-c2c(Cl)cccc2Cl)c1C(=O)N1C=CC(C(F)(F)F)=NCC1	-10.4	x	1.1	-7.3	-0.8	-5.0	-2.8	-1.2	-0.4	2.1
O=C(O)CCNS(=O)(=O)c1ccccc1C(F)(F)F	-0.2	-1.3	6.0	8.3	1.2	0.4	9.0	-5.3	-0.4	-2.8
O=C(Nc1ccc(Oc2ccc(NC(=O)C3CCCO3)cc2)cc1)C1CCCO1 (stereo unspecified)	-4.8	x	2.5	15.3	1.0	0.1	6.9	-15.4	-0.1	-0.2
O=C(NC1CC1)c1ccc(S(=O)(=O)NC2CCCCCC2)cc1	2.6	x	-4.8	17.9	-0.7	2.6	-4.0	-8.5	-0.3	-1.8
O=C(c1ccc2c(c1)OCO2)N1CCC(Cc2ccccc2)CC1	3.4	0.4	0.4	25.7	0.5	28.1	3.3	-4.1	i	-4.5
CCOC(=O)c1c(NC(=O)c2ccc(S(=O)(=O)N(C)CC3CCCO3)cc2)sc2c1CCN(C)C2 (stereo unspecified)	-5.9	0.7	-5.4	0.9	-0.1	24.2	-23.8	7.5	3.6	5.2
CCOc1c(Br)cc(C2CC(=O)Nc3cc(OC)c(OC)cc32)cc1OC (stereo unspecified)	19.2	0.9	-2.0	37.9	1.3	13.8	1.0	0.1	-1.6	0.9
Cc1c(C(=O)O)oc2ccc(S(=O)(=O)N3CC(C)CC(C)C3)cc12 (stereo unspecified)	-1.5	x	1.8	2.6	0.0	-4.6	0.6	-5.7	-0.4	-0.3
COc1cc(CCC(=O)Nc2ccc(S(=O)(=O)N3CCCC3)cc2)cc(OC)c1OC	5.1	0.5	x	x	1.1	9.8	1.8	-0.7	1.6	-3.6
COCC1CCN(C(=O)c2ccc3oc(CCCc4ccccc4)nc3c2)C1 (stereo unspecified)	-3.3	0.6	2.9	18.5	0.0	30.6	3.6	-4.9	-0.4	-0.1
CC1CCN(C(=O)c2ccc(S(=O)(=O)N3CCCC3)cc2)CC1	3.1	-0.7	x	x	-0.3	0.4	1.3	5.9	-0.2	-9.6
CCCCC(Br)C(=O)Nc1ccc(S(=O)(=O)Nc2cc(C)nc(C)n2)cc1 (stereo unspecified)	-0.3	0.9	-3.0	-34.7	-1.1	0.4	-0.4	2.9	-0.2	-5.7
Cc1ccccc1-c1nc2cc(Cl)ccc2c(=O)o1	2.8	-0.1	3.8	-12.9	-1.7	-8.2	-4.9	-12.2	i	7.3
C[C@H](NC(=O)Cc1cccc2ccccc12)C(=O)N1CCOCC1	-1.6	-0.2	x	x	0.1	4.2	4.9	-4.4	i	1.5
COCCN1CCCC(CNCc2cn(C)nc2-c2ccc(Oc3ccccc3)cc2)C1 (stereo unspecified)	-2.7	7.1	-2.9	18.5	-0.4	21.1	6.5	11.7	0.0	1.2
COc1ccc(NC(=O)c2ccccc2N(Cc2ccccc2)S(C)(=O)=O)cc1	-6.8	1.4	7.5	43.6	0.1	1.0	6.5	-2.6	-0.9	-4.4
CCCCn1c(N)c(N(CCOC)C(=O)CCC2CCCCC2)c(=O)[nH]c1=O	-1.7	0.7	x	x	1.0	-0.9	-1.6	-4.9	1.3	-2.0
CN(C(=O)C(C)(C)C)[C@H]1C[C@H]2c3[nH]c4ccccc4c3CCN2C(=O)[C@H]1CO	-3.4	0.3	x	x	x	-6.5	-111.9	x	i	x
Cc1cc(=O)n2nc(N3CCCC(C(=O)NCc4ccccc4C)C3)sc2n1 (stereo unspecified)	-3.4	0.8	-6.3	13.4	-0.3	4.4	-7.4	-15.4	-0.2	12.4
N#Cc1cc2c(=O)n3ccccc3nc2n(Cc2ccco2)c1=NC(=O)c1ccco1	-3.0	-1.1	-5.3	19.3	3.9	-6.2	1.5	6.8	-3.4	-9.1
Cc1cc(C)c2cc(C#N)c(NCCCNC(=O)c3ccncc3)nc2c1	-3.1	1.2	x	x	x	-4.0	-3.2	x	-0.2	x
CC(C)(C)OC(=O)CNC(=O)c1nc[nH]c1C(=O)N1CCNCC1	1.0	0.7	x	x	0.3	4.5	-1.9	-13.3	-0.5	-4.0
Cc1sc2nc(CN3CCOCC3)[nH]c(=S)c2c1C	-6.3	5.0	0.8	-12.8	19.1	-14.0	6.8	6.0	x	-3.1
O=C(Nc1nccs1)C(=O)c1c[nH]c2ccccc12	-1.0	x	1.0	-1.7	-0.6	3.8	-1.7	0.4	i	-2.9
CCOc1ccc(NC(=O)CSc2nnc(C)n2C2CC2)cc1S(=O)(=O)N1CCCC1	6.4	-1.4	x	x	0.8	6.7	-2.0	12.9	-0.5	x

8 entries from above, with bars between the fields:
Molecule | Anthrax LF prot | TcdB GH inh | SARS 3CLpro inh | DUSP3 inh | PfHsp40 rescue | Y pestis TopoI | MazF activator | PriA SSB inh | Vc quorum ag | Rv3671c inh
O=C(Cc1ccccc1[N+](=O)[O-])OCC(=O)c1ccccc1Br | x | 0.9 | x | x | -0.5 | 14.9 | 0.0 | 3.7 | i | 2.1
Cc1nc(N2CCC(C(N)=O)CC2)c2nnn(Cc3ccccc3)c2n1 | 3.9 | x | -0.2 | 0.0 | -1.8 | -0.8 | 0.1 | -5.9 | i | -1.4
O=C(NC(Cc1ccccc1)C(=O)O)c1ccc(S(=O)(=O)N2CCCCC2)cc1 (stereo unspecified) | -8.6 | -2.0 | -0.3 | 30.5 | -0.1 | -5.5 | 7.0 | -15.9 | i | 1.8
Cc1onc(-c2c(Cl)cccc2Cl)c1C(=O)N1C=CC(C(F)(F)F)=NCC1 | -10.4 | x | 1.1 | -7.3 | -0.8 | -5.0 | -2.8 | -1.2 | -0.4 | 2.1
O=C(O)CCNS(=O)(=O)c1ccccc1C(F)(F)F | -0.2 | -1.3 | 6.0 | 8.3 | 1.2 | 0.4 | 9.0 | -5.3 | -0.4 | -2.8
O=C(Nc1ccc(Oc2ccc(NC(=O)C3CCCO3)cc2)cc1)C1CCCO1 (stereo unspecified) | -4.8 | x | 2.5 | 15.3 | 1.0 | 0.1 | 6.9 | -15.4 | -0.1 | -0.2
O=C(NC1CC1)c1ccc(S(=O)(=O)NC2CCCCCC2)cc1 | 2.6 | x | -4.8 | 17.9 | -0.7 | 2.6 | -4.0 | -8.5 | -0.3 | -1.8
O=C(c1ccc2c(c1)OCO2)N1CCC(Cc2ccccc2)CC1 | 3.4 | 0.4 | 0.4 | 25.7 | 0.5 | 28.1 | 3.3 | -4.1 | i | -4.5
